# XiGFP reactiv = reactivates the inactive X chromosome in mouse fibroblasts. XiGFP mouse fibroblasts, % GFP-positive cells imaging, 3 d; cells co-treated with 5-aza-dC sensitizer; scaled so ellipticine positive control = 100%. 360,000 compounds, 0.055% hits. activation, % at 7.58 µM;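 active means mean normalized replicate activation at least 10% and every replicate at or above 10%; inconclusive means only one of the two criteria met; inactive means mean below 10% and not all replicates reach 10%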;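 further: 0% = median of on-plate neutral control wells and 100% = ellipticine 6 µM median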
#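 Assay system – SV40-immortalized XiGFP fibroblast cells, line 68-5-11 · Buffer or medium – DMEM supplemented with 5-aza-dC as sensitizing agent · Dosing – one concentration, pinned · Benchmarks – positive control ellipticine, 6 µM final · Times – 3 days compound exposure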
# CFTR F508del cor = correctors of CFTR F508del function in bronchial epithelial cells. CFBE cells, YFP halide quenching; stimulated with forskolin plus potentiator P3; % fluorescence drop versus neutral controls. activity (quench increase), % at 7.58 µM. 350,000 compounds, 0.36% hits;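 active means mean added fluorescence quench of at least 8% versus neutral control, with both replicates also reaching 8%; inconclusive means only one of the mean or replicate conditions met; inactive means mean below 8% and not both replicates reaching 8%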;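 further: cells transiently co-express mutant CFTR-F508del with the halide-sensitive YFP; corrector assay measuring rescue of mutant channel to the surface after 24 h compound exposure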
# RAD54 inh = blocks human RAD54 Holliday junction branch migration; Q92698; FAM/BHQ fluorescence; inhibition, % at 10.4 µM; 360,000 compounds, 0.14% hits; AID 602329;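 active means mean normalized replicate activity at least 40 and at least half of replicates scoring 40 or more; inconclusive means only one of the two criteria met; inactive means mean below 40 and under half of replicates reaching 40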;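 further: 0% = median of neutral control wells and 100% = median of positive control wells; inhibitors cause a drop in the FAM fluorescence signal; in these data hits start at about 50%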
# Target sequence (Q92698 whole entry, looked up): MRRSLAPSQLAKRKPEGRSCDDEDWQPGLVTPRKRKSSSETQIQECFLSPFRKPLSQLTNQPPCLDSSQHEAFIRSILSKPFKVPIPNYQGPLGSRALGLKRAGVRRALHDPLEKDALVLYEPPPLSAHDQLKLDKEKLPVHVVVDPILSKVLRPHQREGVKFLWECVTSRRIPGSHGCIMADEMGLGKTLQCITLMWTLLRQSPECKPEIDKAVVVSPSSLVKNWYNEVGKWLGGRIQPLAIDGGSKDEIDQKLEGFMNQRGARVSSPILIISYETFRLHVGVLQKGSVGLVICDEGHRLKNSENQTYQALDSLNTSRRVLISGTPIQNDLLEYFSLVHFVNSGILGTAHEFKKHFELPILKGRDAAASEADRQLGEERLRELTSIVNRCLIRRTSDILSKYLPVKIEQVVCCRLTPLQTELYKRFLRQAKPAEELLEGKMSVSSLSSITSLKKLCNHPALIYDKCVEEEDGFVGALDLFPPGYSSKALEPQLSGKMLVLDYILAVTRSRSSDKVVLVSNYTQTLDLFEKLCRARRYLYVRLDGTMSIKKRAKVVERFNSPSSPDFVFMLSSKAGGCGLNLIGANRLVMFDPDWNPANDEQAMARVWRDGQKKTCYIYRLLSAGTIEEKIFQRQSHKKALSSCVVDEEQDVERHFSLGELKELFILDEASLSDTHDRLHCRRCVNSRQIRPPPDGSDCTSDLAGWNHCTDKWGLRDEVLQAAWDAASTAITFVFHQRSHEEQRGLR
# INS-1E GSIS act = primary screen for activators of insulin secretion dependent on glucose, INS-1E cells, GLuc reporter luminescence; INS-1E GLuc reporter insulin secretion, 2-3 h; activation, % at 16.6 µM; 370,000 compounds, 0.61% hits;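 active means lowest replicate activation of at least 40%, so every replicate reaches that level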;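 further: 0% = median of neutral control wells and 100% = median of IBMX positive control wells; some compounds called inactive have numbers as strong as hits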
# ARNT TACC3 PPI = ARNT/TACC3 interaction disruption. Q9Y6A5. AlphaScreen His-ARNT PAS-B/GST-TACC3 binding, luminescence; TACC3 fragment carries E629A point mutation. inhibition, % at 9.99 µM. 390,000 compounds, 0.66% hits. AID 623870;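 active means mean inhibition of replicates at least 50% and at least half of replicates each reaching 50%; inconclusive means half or more replicates reach 50% but mean below 50%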;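 further: 0% = complete ARNT plus TACC3 wells and 100% = ARNT alone without TACC3; many hits fall short of the cut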
# ERAP1 inh = ERAP1 (human) enzyme inhibition; Q9NZ08; recombinant ERAP1, Leu-AMC fluorescence, 60 min; inhibition, % at 10.7 µM; 340,000 compounds, 0.15% hits; AID 652197;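 active means mean replicate inhibition of at least 30%, or all replicates individually reaching that 30% level; inactive means mean below 30% and not every replicate reaching it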;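 further: 0% = neutral control wells and 100% = L-leucinethiol positive control wells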
# esBAF inh = inhibitors of esBAF chromatin remodeling in mouse ES cells; Bmi1-luciferase knock-in reporter, 24 h; 100% = twice the neutral-well signal; reporter increase, % at 12.5 µM; 350,000 compounds, 2% hits; in the data active means activation above about 40%; inconclusive means no clear call, values can overlap the other calls;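 further: 0% = median of the plate's neutral control wells and 100% = double that signal; a rise in the Bmi1 reporter signal indicates esBAF inhibition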
# RAD52 inh = blocks human RAD52 DNA annealing | recombinant RAD52 DNA annealing, FRET fluorescence | inhibition, % at 18.7 µM | 360,000 compounds, 0.46% hits;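 active means every replicate showing at least 50% inhibition; inconclusive means mean inhibition at least 50% but not in every replicate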
# Active calls of the source: *; ? = inconclusive; . = no result given. Outcome played no part in choosing rows; 3.3% or so of the library scored in one or more.
SMILES,XiGFP reactiv,CFTR F508del cor,RAD54 inh,INS-1E GSIS act,ARNT TACC3 PPI,ERAP1 inh,esBAF inh,RAD52 inh
Cc1onc(-c2ccccc2Cl)c1C(=O)NCc1ccco1,.,-0.4,.,-4,2,3,.,-3
O=C(O)CC1(CC(=O)Nc2nccs2)CCCCC1,0.1,1.7,.,43,.,-2,.,-20
CC(=O)Nc1ccc(CN2CCC(CO)(CCOc3ccccc3)CC2)cc1,0.2,0.1,8,3,-4,-1,4,6
COc1ccc(/C(N)=N/O)cc1O,0.0,.,-7,20,-13,1,.,-22
COc1ccc(OC)c(NC(=O)CCNS(=O)(=O)c2cccc3nsnc23)c1,0.2,-1.7,0,3,2,2,0,-5
CN(CC(=O)Nc1ccccc1Br)C(=O)CCc1nc2ccccc2c(=O)[nH]1,0.0,0.0,-2,8,-16,3,7,-3
COc1cccc(NC(=O)N2C[C@@H](O)COC[C@@H]3O[C@@H](CC(=O)NC4CCC4)CC[C@H]32)c1,0.2,2.2,-4,7,.,0,-3,-2
CC(=O)NCCC(=O)Nc1nc2c(ccc3ccccc32)s1,0.0,-1.6,1,3,-4,-1,8,4
Cc1ncccc1C(=O)N1CCCC(CNC(=O)c2ccc(-c3ccccc3)cc2)C1 (stereo not given),0.0,2.9,.,9,-6,-2,.,-13
COc1ccc2c3c([nH]c2c1)[C@@H](CO)N(C(=O)c1cccnc1)CC31CN(C(=O)c2cccnc2)C1,0.0,-0.1,.,-13,.,1,.,15
N#C[C@H]1[C@H](c2ccccc2C2=CCCCC2)[C@H](CO)N1C(=O)Cc1ccncc1,0.0,1.5,.,8,.,1,.,0
C[C@@H]1CCCCO[C@H](CN(C)C(=O)Nc2ccccc2)[C@@H](C)CN([C@H](C)CO)C(=O)c2cc(NC(=O)Cc3ccccc3)ccc2O1,-0.1,1.2,2,-2,6,-1,-7,-5
CC(C)(C)n1nnnc1C(c1cc2ccccc2o1)N(Cc1ccccc1)Cc1ccccc1 (stereo not given),0.0,3.4,.,-7,.,0,.,-5
CCCN1C[C@@H](C)[C@@H](OC)CN(C)C(=O)c2cc(NS(=O)(=O)CC)ccc2OC[C@@H]1C,0.7,0.0,1,3,-8,1,-2,7
C[C@@H]1CCCCO[C@@H](CN(C)C(=O)CCC(F)(F)F)[C@H](C)CN([C@H](C)CO)C(=O)c2cc(NS(=O)(=O)c3cn(C)cn3)ccc2O1,-0.1,1.7,4,11,-7,-1,-4,3
CC(=O)c1cccc(-c2ccnc3c2CC(C(=O)NCCC(F)(F)F)O3)c1 (stereo not given),0.1,1.4,1,1,.,-1,0,-17
O=C(Nc1c(F)cccc1F)c1ccc2c(c1)CCN2S(=O)(=O)c1ccccc1,0.0,-0.5,-2,-8,2,1,7,-13
COc1ccccc1CNC(=O)c1ccc(CNc2c(N3CCCC3)c(=O)c2=O)cc1,0.0,-2.1,-5,5,8,-1,4,-4
Cc1cc2ncc(-c3ccc(Cl)cc3)cn2n1,0.0,-2.5,-4,13,-3,-5,?,-16
NC1=NC[C@@H](Cc2ccc(O)cc2)N1CCc1cc(C(F)(F)F)cc(C(F)(F)F)c1,0.0,-1.6,5,5,15,2,-6,14
C[C@@H]1CN([C@@H](C)CO)C(=O)Cc2cc(NS(=O)(=O)c3cn(C)cn3)ccc2O[C@@H]1CN(C)Cc1ccc(-c2ccccc2)cc1,-0.9,-0.1,.,4,.,2,0,15
Cc1ccc(COn2nnc3ccc(S(=O)(=O)N4CCOCC4)cc32)cc1,0.0,0.2,-14,13,1,2,0,-12
NC(=O)C1CCCc2c1n(Cc1ccccc1)c1ccccc21 (stereo not given),0.2,-0.4,-5,19,-20,5,-6,-13
COC(=O)COc1ccc(S(=O)(=O)Nc2ccc3c(c2)OCO3)cc1,.,0.0,-2,-28,0,0,-7,-9
C[C@@H]1CN(c2ccc(N3CCN(C(=O)OC(C)(C)C)C[C@H]3C)cc2C#N)CCN1Cc1ccccc1,0.1,1.4,.,-16,.,1,.,-27
CCCCN(C(=O)c1c(C)noc1C)c1c(N)n(CCCC)c(=O)[nH]c1=O,0.1,1.0,-10,-1,-2,-1,-5,-32
CSCC(C)N1CCC(N2CCC(C(=O)NCc3ccccn3)CC2)CC1 (stereo not given),0.1,1.0,-2,18,6,-1,.,-41
O=C(c1cc(-c2ccc(Cl)cc2)on1)N1CCN(c2ccccc2)CC1,-0.1,2.5,-1,18,3,3,61*,-9
N=C1SCC(=O)N1c1ncc(Cc2ccc(F)cc2)s1,-0.1,0.5,-5,28,0,8,6,-12
COc1ccc(C=CC(=O)c2ccc3cc(OC)c(OC)cc3c2)cc1OC,0.1,5.2,-4,.,.,-3,6,-13
CC1CCN(C(=O)c2ccc(CSc3ccc(Cl)cc3)cc2)CC1,0.0,0.1,-7,-13,-2,2,.,-7
COc1ccc(NC(=O)c2cc3c(CO)cnc(C)c3oc2=Nc2cccc(C)c2)c(OC)c1,0.0,1.3,-1,5,19,-4,0,-13
CCOc1ccc(NC(=S)N(CCN2CCOCC2)Cc2cc3cc4c(cc3[nH]c2=O)OCO4)cc1,-0.1,3.1,.,.,-2,-4,.,0
C[C@H](CO)N1C[C@H](C)[C@@H](CN(C)C(=O)C2CCC2)Oc2cc(C#CC3CC3)ccc2S1(=O)=O,-0.8,-2.8,-3,-8,10,-2,4,-11
CCC(=O)N1CCc2cc(OC)c(OC)cc2C1COc1ccc(OC)cc1 (stereo not given),0.1,-1.5,-12,40,3,-2,-3,-27
[N-]=[N+]=NC1C[C@H](n2ccc(=O)[nH]c2=O)O[C@@H]1CO (stereo not given in full),0.1,4.2,13,.,-5,-2,4,-1
C/C=C/c1ccc([C@H]2[C@@H](CO)N3C(=O)CN(C(=O)c4cccc(F)c4)C[C@@H]23)cc1,0.2,0.3,.,11,.,1,.,-10
C=CCC[C@H](Cc1ccc(F)cc1)C(=O)OC[C@H](Cc1c[nH]c2ccccc12)NC(=O)[C@H](CC=C)CC(=O)NCCO,-0.4,1.8,3,11,-1,.,4,-2
Cc1ccccc1NC(=O)Cc1nc(COC(=O)Cc2cccc(C(F)(F)F)c2)cs1,0.0,-1.0,-13,-19,.,1,5,-23
COc1ccccc1NC(=O)Nc1nc(C(N)C(C)C)cs1 (stereo not given),0.0,0.2,-3,-4,.,-4,-3,-29
C[C@@H]1CN([C@H](C)CO)C(=O)c2cc(NC(=O)c3ccncc3)ccc2O[C@@H](C)CCCCO[C@H]1CN(C)C(=O)Nc1ccc(F)cc1,0.4,-2.7,-3,2,7,-2,-5,15
C[C@H]1CN([C@@H](C)CO)C(=O)c2cccc(NS(=O)(=O)c3ccc(Cl)cc3)c2O[C@@H]1CN(C)C,0.0,-3.6,7,1,0,0,-1,0
Cc1nnc(N(C)C(=O)c2ccc3c(c2)OCO3)s1,0.1,-1.1,5,10,-8,-2,2,6
CCOC(=O)C1=CCN(S(=O)(=O)c2ccccc2Br)C1c1ccccc1 (stereo not given),.,0.2,-5,-5,.,-2,2,-14
C[C@@H]1CN([C@H](C)CO)C(=O)CCCn2nncc2CO[C@@H]1CN(C)C(=O)CCCN(C)C,-0.1,-1.5,7,9,-3,-3,3,6
O=C1c2ccccc2C(Nc2cccnc2)N1Cc1ccccc1Cl (stereo not given),0.0,-1.0,-2,.,1,6,-5,-1
C[C@@H]1CCCCO[C@H](CN(C)S(=O)(=O)c2cn(C)cn2)[C@@H](C)CN([C@H](C)CO)C(=O)c2cc(NC(=O)Nc3ccc(F)cc3)ccc2O1,0.1,0.2,-3,13,-4,1,-3,-6
CC1(C)C2CCC(C2)C1(C)NC(=O)CN1CCCC1 (stereo not given),0.1,1.4,4,1,8,-1,5,-12
Cc1ccc(CN(C)C(=O)c2cc(S(=O)(=O)N3CCOCC3)ccc2F)o1,0.0,-0.9,-5,5,-2,-2,-5,-10
CCCN(C)C[C@@H]1Oc2cc(-c3cccnc3)ccc2S(=O)(=O)N([C@@H](C)CO)C[C@@H]1C,-0.2,-3.2,6,-3,-4,0,3,-6
Cc1cc(C(=O)CC#N)c(C)n1-c1c(C)n(C)n(-c2ccccc2)c1=O,0.0,0.5,.,-3,-1,7,.,-7
COc1cc(COc2ccc3c(C)c(CCC(=O)O)c(=O)oc3c2)cc(OC)c1OC,0.3,-1.6,-3,-1,1,-4,12,-3
CCOC(=O)c1ccc(NC(=S)Nc2ccc3[nH]c(=O)[nH]c3c2)cc1,.,0.6,2,0,0,.,9,-10
C[C@@H]1CN([C@@H](C)CO)C(=O)Cc2cc(NC(=O)Nc3cccc4ccccc34)ccc2O[C@H]1CN(C)C(=O)Nc1cccc2ccccc12,0.0,0.2,.,13,.,-2,.,6
COc1ccc(CCC(N)=O)cc1OC,.,.,-4,31,-5,.,-3,.
COCC#Cc1ccc2c(c1)O[C@H](CN(C)Cc1ccc(F)cc1)[C@H](C)CN([C@H](C)CO)S2(=O)=O,-0.8,-0.8,-5,-7,-2,-1,-5,4
CO[C@@H]1CN(C)C(=O)c2cc(NC(=O)C3CC3)ccc2OC[C@@H](C)N(C(=O)Cc2ccccn2)C[C@@H]1C,0.0,1.9,9,4,2,-5,-6,-3
C[C@@H](NC(=O)C[C@@H]1CC[C@H]2[C@@H](COC[C@H](O)CN2C)O1)c1ccccc1,0.2,1.7,1,10,13,-1,-5,7
O=C(Nc1ccccc1F)c1ccc(CN2CCN(c3ccccc3)CC2)cc1,0.0,-0.8,0,0,10,-1,-4,-17
CCOC(=O)c1sc(C)c2c(=O)n(Cc3ccc(Cl)cc3)cnc12,0.7,1.1,.,8,-15,-2,.,-24
# More entries follow:
SMILES,XiGFP reactiv,CFTR F508del cor,RAD54 inh,INS-1E GSIS act,ARNT TACC3 PPI,ERAP1 inh,esBAF inh,RAD52 inh
C#CCOc1nc(C)cc(C)c1S(=O)(=O)c1ccccc1C,0.2,-2.9,.,5,-1,-6,.,-1
O=C1CCSc2ccc(Cl)cc2N1Cc1cccc(Cl)c1,.,.,-1,-39,-2,.,-4,.
Cc1cccc(C(=O)NCN2CCN(c3ccccc3C#N)CC2)c1,0.1,-3.1,-4,.,-3,-2,4,-10
O=C(NCCc1ccc(Cl)cc1)C1CCC(=O)N1Cc1ccc(F)cc1 (stereo not given),-0.1,-1.6,-6,.,.,-2,-9,-15
CC[C@]12c3[nH]c4cc(CCC(=O)N(C)C)ccc4c3CCN1C(=O)[C@@H](CC(=O)NCCCOC)C[C@@H]2C(=O)N1CCN(C(=O)c2ccco2)CC1,0.1,-1.6,0,5,1,1,2,-13
C=CC[C@@H](CC(=O)N(CCO)Cc1ccccc1)C(=O)N[C@H](COC(=O)[C@@H](CC=C)CC(=O)OC(C)(C)C)Cc1c[nH]c2ccccc12,0.0,2.9,-7,-15,-2,.,7,3
CCC(C)C(CO)NCCCn1ccc(NC(=O)OCc2ccccc2)nc1=O (stereo not given),-0.1,2.9,-8,0,.,0,-5,-6

# Structural class: those above containing a COOH group.
SMILES,XiGFP reactiv,CFTR F508del cor,RAD54 inh,INS-1E GSIS act,ARNT TACC3 PPI,ERAP1 inh,esBAF inh,RAD52 inh
O=C(O)CC1(CC(=O)Nc2nccs2)CCCCC1,0.1,1.7,.,43,.,-2,.,-20
COc1cc(COc2ccc3c(C)c(CCC(=O)O)c(=O)oc3c2)cc(OC)c1OC,0.3,-1.6,-3,-1,1,-4,12,-3

# Screening data as filed in PubChem.
